# Screening results from PubChem.
# Rac1 GTP hydrolysis – MgcRacGAP GTPase-activating activity inhibitors, confirmation, biochemical, ADP Hunter fluorescence | hit rate 0.6% among 340,000 | inhibition, % at 30 µM, or IC50 in µM where a hit was titrated | AID 624330 | MgcRacGAP-stimulated Rac1 GTP hydrolysis, ADP Hunter fluorescence; higher % means a stronger effect; GST-tagged Rac1 F28L mutant substrate;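 active means first-screen hits whose inhibition reached a set limit at any dose in the follow-up dose series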;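 further: fluorescence reports GDP produced by GAP-driven GTP hydrolysis; strong numbers were not always called active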
# NTR1 ag – agonists of NTR1, primary screen, imaging, U2OS cells, beta-arrestin-GFP, high content (AID 493036); hit rate 0.17% among 330,000; NTR1-U2OS beta-arrestin-GFP spot imaging, agonist mode; activation, % at 20 µM; P30989;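 active means activation at or above 40% of the spot to cytoplasm intensity ratio, with at least 20 cells analyzed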;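 further: 0% = DMSO without peptide and 100% = 100 nM NTR1 peptide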
# Target sequence (P30989 whole entry, looked up): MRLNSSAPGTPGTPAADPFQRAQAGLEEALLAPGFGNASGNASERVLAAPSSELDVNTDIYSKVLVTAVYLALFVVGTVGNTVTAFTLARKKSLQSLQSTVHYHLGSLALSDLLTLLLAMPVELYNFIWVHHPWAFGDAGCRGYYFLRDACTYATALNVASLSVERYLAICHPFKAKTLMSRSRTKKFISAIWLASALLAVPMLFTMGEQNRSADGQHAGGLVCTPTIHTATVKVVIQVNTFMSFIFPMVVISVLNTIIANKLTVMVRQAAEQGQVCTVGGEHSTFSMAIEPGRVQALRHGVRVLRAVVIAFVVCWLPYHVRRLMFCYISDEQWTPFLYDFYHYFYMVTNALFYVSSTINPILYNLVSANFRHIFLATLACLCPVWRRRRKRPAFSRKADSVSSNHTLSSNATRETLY
# KOR beta-arrestin-1 – KOR antagonists, beta-arrestin recruitment, cell-based, luminescence, uHTS (AID 1778) | KOR beta-arrestin recruitment, luminescence, antagonist mode; higher % means a stronger effect | inhibition, % at 10 µM; hits with a dose series show IC50 in µM | hit rate 0.091% among 290,000; in the data active means inhibition above about 50%; further: strong numbers were not always called active
# KOR beta-arrestin-2 – kappa opioid receptor activators – cell-based, luminescence, uHTS, primary screen (AID 1777); one-dose activation, % at 10 µM; EC50 in µM for titrated hits; hit rate 0.02% among 280,000; KOR beta-arrestin recruitment, luminescence; higher % means a stronger effect; in the data active means activation above about 50%, passing the limit was not always enough; further: a part of the inactive calls stands beside numbers as strong as those of hits
# GPR55 beta-arrestin – GPR55 agonists via beta-arrestin recruitment, primary screen, imaging, U2OS cells, beta-arrestin-GFP redistribution (AID 1961); U2OS GPR55 beta-arrestin-GFP redistribution imaging; higher % means a stronger effect; one-dose activation, % at 10 µM; EC50 in µM for titrated hits; hit rate 0.048% among 290,000;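 active means activation above 40% with more than 50 cells counted in the well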;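 further: U2OS osteosarcoma cells stably expressing GPR55 and beta-arrestin-GFP; plate controls were DMSO negative control for no effect and LPI positive control for full effect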
# GPR35 antagonists – GPR35 antagonists blocking zaprinast-driven arrestin recruitment, primary screen, imaging, U2OS, beta-arrestin-GFP, zaprinast agonist (AID 2058); U2OS GPR35 beta-arrestin-GFP translocation imaging, zaprinast antagonism; higher % means a stronger effect; inhibition, % at 10 µM, or IC50 in µM where a hit was titrated; hit rate 0.052% among 290,000;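 active means inhibition of at least 50% with at least 30 cells and total cytoplasm GFP at most 10,000,000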
# GPR55 LPI antagonism – GPR55 antagonists blocking LPI-driven arrestin recruitment, primary screen, imaging, U2OS, beta-arrestin-GFP, LPI agonist (AID 2013); hit rate 0.13% among 290,000; inhibition, % at 10 µM; hits with a dose series show IC50 in µM; U2OS GPR55 beta-arrestin-GFP translocation imaging, LPI antagonism; higher % means a stronger effect;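 active means spots per cell inhibited over 60%, with over 100 cells counted and total cytoplasm intensity under 500,000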;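 further: U2OS cells stably carrying GPR55 and arrestin-GFP stimulated by 5 µM LPI near EC80; imaged beta-arrestin-GFP aggregate spots per cell after agonist stimulation; plate controls were LPI-stimulated DMSO wells for no effect and DMSO wells without LPI for full effect; some results filed as inactive read as strong as hits; confirmed hits need IC50 under 10 µM and bright autofluorescent wells are also inconclusive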
# NOD1 inhibition – NOD1 signaling inhibitors, primary screen, cell-based, luminescence, uHTS (AID 1578) | hit rate 1% among 290,000 | NOD1-driven NF-kB luciferase reporter cells, luminescence; higher % means a stronger effect | inhibition, % at 4 µM, or EC50 in µM where a hit was titrated; in the data active means inhibition mostly above about 36%, no sharp cut-off; inactive means mostly below about 34%;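 further: HEK-293T reporter cells stimulated with the NOD1 agonist gamma-tri-DAP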
# UTI89 phage lysis – inhibition of K1F phage lysis, E. coli UTI89, bacterial capsule biogenesis inhibitors, alamar blue (AID 488966). inhibition, % at 100 µM; hits with a dose series show IC50 in µM. hit rate 0.02% among 340,000. E. coli UTI89 K1F phage lysis, alamar blue, 2 h; higher % means a stronger effect;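 active means phage lysis inhibition, versus mean bacterial control, above a set limit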;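 further: capsule biogenesis inhibitors block K1F phage lysis so surviving cells raise fluorescence; higher fluorescence means more inhibition of phage lysis; actives were called in the ten point dose series up to 300 µM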
# NTR1 ag cell count 20 µM – also measured in NTR1 ag; calls as there; cell count; measured here: cell count, cytotoxicity flag
# Active calls of the source: *; x = not tested or not shown; [ ] = another dose, or the depositor's remark. These rows are one share of the data; the hit share may differ from the screen's.
SMILES,Rac1 GTP hydrolysis,NTR1 ag,NTR1 ag cell count 20 µM,KOR beta-arrestin-1,KOR beta-arrestin-2,GPR55 beta-arrestin,GPR35 antagonists,GPR55 LPI antagonism,NOD1 inhibition,UTI89 phage lysis
COc1ccc(S(=O)(=O)NCCOc2ccccc2)cc1-n1cnnn1,-8%,1.3,29,6%[20 µM],x,0.2%,0%,-2%,-20%,-0.6%
Cc1ccc(C)c(C(=O)NC(C)CCc2ccccc2)c1 (stereo not given),3%,0.4,29,6%,-5.6%,1.0%,21%,8%,1%,0.0%
CCn1nc2cc(C(=O)NCCc3cccs3)ccc2c1OC,8%,-2.8,50,32%,-0.8%,0.2%,-6%,10%,11%,-1.4%
Cc1ccc(-c2noc(CCC(=O)Nc3cccc(C#N)c3)n2)cc1,5%,-0.3,58,-25%,-2.5%,0.5%,-5%,-11%,-7%,-0.2%
CCCCN(CCCC)CC1OCc2ccccc2CO1,3%,0.5,59,9%,-1.3%,-0.1%,2%,-3%,-9%,1.2%
CCCc1nnc(SCc2ccc(C(=O)OC)o2)n1N,7%,-0.1,38,-1%,-0.8%,0.2%,-4%,-1%,1%,0.6%
Cc1onc(-c2c(Cl)cccc2Cl)c1C(=O)Nc1ccc(C(N)=O)cc1,6%,-2.5,56,-20%,-0.6%,0.0%,-11%,22%,-26%,-0.2%
COC(=O)c1ccccc1NC(=O)Cn1cnc2ccc(S(=O)(=O)N3CCC(C)CC3)cc2c1=O,-4%,6.6,65,4%,25%,-0.1%,-6%,7%,-46%,-0.9%
COCCn1c(=O)[nH]c(=O)c2cc(C(=O)c3cc(OC)ccc3O)cnc21,15%,0.8,51,9%,4.4%,0.0%,-12%,9%,-23%,4.0%
O=[N+]([O-])c1ccc(NC(=S)N2CCN(c3ccccc3)CC2)cc1,8%,5.5,57,22%,1.5%,-0.1%,19%,4%,-7%,3.1%[50 µM]
O=P(c1ccc2c(c1)OCCO2)(N1CCOCC1)N1CCOCC1,0%,-2.3,82,-4%,-1.7%,-0.2%,3%,8%,-7%,-0.1%
O=S(=O)(Nc1cccc2nsnc12)c1ccccc1,9%,1.5,46,-15%,-0.2%,-0.1%,-4%,5%,-17%,0.0%
COc1ccccc1NC(=S)NCc1ccc(S(N)(=O)=O)cc1,2%,4.2,43,5%,1.9%,-0.2%,-10%,6%,-14%,0.6%[50 µM]
Cc1cc(/C=N/NC(=O)c2ccsc2)c(C)n1-c1cnccn1,0%,1.5,73,-44%[20 µM],-2.8%,-0.1%,-22%,-8%,-37%,0.6%
O=C(O)CCC(=O)N1CCN(Cc2ccc3c(c2)OCO3)CC1,2%,2.0,57,-31%[20 µM],-4.9%,-0.1%,-6%,-19%,-14%,0.3%
CCOc1ccccc1N1Cc2cc(C)c(C)cc2C1,14%,8.9,50,6%,-1.9%,-0.2%,6%,7%,-19%,-1.1%
O=C(NCCCN1CCOCC1)C(=O)N/N=C/c1ccccc1O,8%,-1.3,49,19%,2.4%,-0.1%,-1%,6%,7%,0.8%
C=CCNC(=O)c1ccc2c(c1)N(CC)C(=O)c1ccccc1S2,5%,-1.0,64,-11%,-5.8%,0.6%,-16%,-1%,-3%,0.2%
COc1cccc(NC(=O)C(C#N)Cc2ccncc2)c1 (stereo not given),0%,-1.7,90,2%,11%,-0.3%,-2%,9%,6%,-0.1%
CCCCN(Cc1ccccc1)S(=O)(=O)c1ccc2[nH]c(=O)oc2c1,15%,4.4,40,-37%,3.1%,-0.1%,6%,-1%,42%,0.0%
Nc1ccc(Oc2ccc(Br)cc2)cc1,12%,0.1,47,1%,-3.0%,0.1%,15%,7%,-36%,-0.5%[50 µM]
CN(CC(=O)Nc1cc(S(=O)(=O)N2CCCC2)ccc1Cl)Cc1cccs1,-4%,3.2,60,53%,x,-0.2%,-2%,-5%,-4%,2.3%[50 µM]
CCSC1=C(C#N)C(c2cccc(Br)c2)CC(=O)N1 (stereo not given),5%,1.5,44,-41%,-0.2%,-0.3%,1%,-3%,25%,1.0%
COC(=O)C1=C(C)N=C2SCCC(=O)N2C1c1cccs1 (stereo not given),10%,-0.1,58,-9%,1.8%,-0.1%,-14%,3%,-6%,0.8%
CCCCOCCCNC(=O)c1c(-c2ccccc2)noc1C,14%,0.5,49,11%,-3.7%,-0.2%,-1%,-18%,3%,0.9%
Cc1cc(Nc2ccc3c(c2)OCCO3)n2ncnc2n1,5%,0.6,93,0%,-3.9%,0.3%,-8%,12%,-10%,1.1%
CCN(Cc1ccccc1)C(=O)CN1C(=O)NC2(CC(C)CC(C)(C)C2)C1=O (stereo not given),7%,0.7,56,-16%,-1.8%,-0.1%,-1%,1%,-25%,0.5%[50 µM]
CCc1c(C)sc(NC(=O)OC)c1C(N)=O,4%,-0.1,80,-9%,3.7%,-0.1%,13%,-2%,-18%,1.2%
CCOC(=O)CNC(=O)C1(c2ccccc2)CCCC1,5%,-0.5,82,-20%,-5.2%,-0.1%,-19%,17%,1%,0.5%
O=C(c1cc2cc(Cl)ccc2[nH]1)N1CCN(c2ccccc2F)CC1,11%,3.3,71,-32%[20 µM],2.8%,-0.2%,-7%,-8%,-29%,0.3%
N#Cc1cccc(CN2CCC(=O)N([C@H](CO)c3ccccc3)CC2)c1,3%,0.1,93,-45%[20 µM],-0.3%,-0.3%,-8%,-12%,47%,0.1%
Cc1ccc(/C=N/NC(=S)NCCc2ccccc2)s1,1%,1.6,46,-6%,2.7%,0.2%,-3%,17%,18%,0.4%
Cc1cc(C)nc(N(C#N)S(=O)(=O)c2ccccc2Cl)n1,-9%,-0.4,75,1%,1.8%,0.1%,-5%,15%,-24%,-0.7%
Cc1ccc(O)c(NC(=O)C2CC(c3cccc(Br)c3)=NO2)c1 (stereo not given),9%,1.8,55,-4%[20 µM],-4.5%,0.5%,-1%,23%,-6%,0.2%
CS(=O)(=O)N(Cc1ccc(C(=O)NCCSc2ccccn2)cc1)c1ccccc1,9%,6.5,86,0%,1.3%,0.4%,8%,4%,-42%,1.7%[50 µM]
CCCCn1c(NC(C)=O)c(C#N)c2nc3ccccc3nc21,10%,-1.3,91,9%,-0.3%,-0.1%,10%,17%,22%,-0.5%
CCOC(=O)C(=CNc1ccc2c(c1)c1ccccc1n2CC)C(=O)OCC,7%,15,63,-25%,6.3%,-0.1%,9%,0%,x,0.7%
CN(C)c1ccc(C(=O)Nc2ccc(S(=O)(=O)Nc3nccs3)cc2)cc1,3%,-0.4,74,16%,-5.2%,0.0%,3%,14%,-28%,-0.2%[50 µM]
CC1CCCN(C(=O)C2CCN(S(=O)(=O)c3cccc4nsnc34)CC2)C1 (stereo not given),-5%,-0.2,67,-38%,-0.4%,-0.1%,-3%,6%,-64%,0.2%
O=C(NCc1ccc(Cl)cc1)c1cccc2c1C(=O)N(CC1CCCO1)C2 (stereo not given),7%,5.4,59,4%[20 µM],3.1%,-0.1%,3%,-14%,9%,4.5%

# Quoted at random: 2 records from the list
SMILES,Rac1 GTP hydrolysis,NTR1 ag,NTR1 ag cell count 20 µM,KOR beta-arrestin-1,KOR beta-arrestin-2,GPR55 beta-arrestin,GPR35 antagonists,GPR55 LPI antagonism,NOD1 inhibition,UTI89 phage lysis
CS(=O)(=O)N(Cc1ccc(C(=O)NCCSc2ccccn2)cc1)c1ccccc1,9%,6.5,86,0%,1.3%,0.4%,8%,4%,-42%,1.7%[50 µM]
O=P(c1ccc2c(c1)OCCO2)(N1CCOCC1)N1CCOCC1,0%,-2.3,82,-4%,-1.7%,-0.2%,3%,8%,-7%,-0.1%

# Following part.
SMILES,Rac1 GTP hydrolysis,NTR1 ag,NTR1 ag cell count 20 µM,KOR beta-arrestin-1,KOR beta-arrestin-2,GPR55 beta-arrestin,GPR35 antagonists,GPR55 LPI antagonism,NOD1 inhibition,UTI89 phage lysis
COc1ccc(C(C)=O)cc1CSc1nnc(-c2ccc(Cl)cc2)n1-c1ccccc1,2%,8.1,51,-14%,6.2%,0.2%,10%,-2%,19%,3.0%
COc1cccc(NC(=O)N2CCCC2C(=O)NC2CC2)c1 (stereo not given),3%,-0.3,83,2%,1.8%,0.1%,-6%,-8%,-5%,0.2%
COCCn1c(SCC(=O)Nc2ccc(NC(C)=O)cc2)nc2c([nH]c3ccccc32)c1=O,8%,0.7,70,9%,-1.2%,0.0%,-1%,9%,-28%,0.2%
CC(=O)c1ccc(NC(=S)NNC(=O)NC2CCCCC2)cc1,5%,-1.2,56,34%,-6.8%,0.1%,-6%,8%,-8%,0.6%
CC(=O)OC[C@H]1O[C@@H](Sc2cccc3cccnc23)[C@H](OC(C)=O)[C@@H](OC(C)=O)[C@H]1OC(C)=O,4%,3.0,87,-16%,-2.8%,0.8%,6%,-4%,-10%,-0.2%
COCCNC(=O)CN(Cc1ccc2c(c1)OCO2)C(=O)CCC(=O)Nc1nccs1,8%,-0.3,42,-5%,-3.8%,-0.3%,-1%,10%,-7%,0.8%
Cc1nnc(SCC(=O)N2CCCC2)n(N)c1=O,4%,0.4,68,-37%,1.8%,0.5%,-19%,14%,-31%,0.5%
COc1ccc(S(=O)(=O)N(Cc2ccccc2)Cc2nc3ccccc3c(=O)[nH]2)cc1,10%,3.2,58,-5%,2.8%,-0.3%,-7%,3%,-19%,0.6%
N#CC(C#N)=Cc1cccn1-c1ccc(C(=O)O)cc1,20%,0.3,61,-6%,0.1%,0.3%,-20%,0%,-33%,-0.8%
CCc1ccc(S(=O)(=O)NC(=S)Nc2ccccc2)cc1,4%,-0.9,42,0%,0.7%,0.0%,8%,8%,-7%,0.4%
CSc1ccc(/C=C/C(=O)c2ccc(NC(=O)Cc3ccccc3)cc2)cc1,0%,7.1,55,22%,-4.6%,-0.1%,10%,19%,13%,-0.2%
O=C(NC1CCCC1)c1cc(-c2cccs2)on1,-2%,0.0,53,11%,2.6%,-0.1%,4%,7%,-207%,-0.2%
O=C(CSc1ncc(-c2ccccc2)[nH]1)Nc1cccc(O)c1,5%,-0.8,55,-4%,11%,-0.1%,0%,-2%,28%,-0.1%
NC(=S)COc1ccccc1,0%,-0.4,49,10%,2.6%,1.4%,-16%,3%,-6%,-0.3%
Cn1nnnc1SCC(=O)Nc1cccc([N+](=O)[O-])c1,x,-0.8,62,-13%,-1.6%,-0.2%,-1%,1%,4%,x
CS(=O)(=O)N(CC(=O)NCc1ccccc1Cl)C1CCCCC1,11%,0.9,59,7%,0.9%,-0.2%,-8%,12%,-22%,1.1%
O=C(Nc1ccccc1O)/C(=C\c1ccccc1)NC(=O)c1ccccc1,1%,2.0,44,15%[20 µM],-0.8%,0.2%,5%,6%,-20%,-0.1%
